Screens (PubChem BioAssay)
IMPase Li cell: qHTS Assay for Identifying the Cell-Membrane Permeable IMPase Inhibitors: Potentiation with Lithium; CHO-M1 cells, IP1 TR-FRET (IP-One), carbachol + lithium; Potency, µM (doses to about 59.4 µM), inactives show at the top dose activity, negative = IMPase inhibition, usual class: inhibitors; actives 0.35% (n = 210,000); AID 1457, 2008;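 also: IP1 builds up when IMPase is blocked and the TR-FRET signal falls; potency is read from the fitted curve at half-maximal effect; plate controls were basal vehicle for no effect and high inhibitor control for full effect; nearly all actives have a fitted effect of over 50% in size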
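CHO cells stably expressing M1 receptor (2000/well) were cultured 16–30 h, then exposed to compounds with a small lithium addition for 30 min at 37C. IP1 was measured by TR-FRET competition; AC50 from Hill fits.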
HTT aggregate: qHTS Multiplex Assay to Identify Dual Action Probes in a Cell Model of Huntington: Aggregate Formation (GFP) | actives 1.1% (n = 220,000) | Potency, µM (top dose mostly 46.1 µM), for inactives: top-dose activity change, negative = inhibition, usual class: inhibitors | PC12 HttQ103-GFP aggregates, Acumen cytometry, 40 h; also: potency is read from the fitted curve at half-maximal effect; % is scaled to controls: 0 for no effect and ±100 for the full control effect; nearly all actives have a fitted effect of over 60% in size
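Aggregates are detected as GFP objects 1–25 µm with signal 6 STDEV over background in lysates of induced PC12 cells. These carry Huntingtin exon 1 with 103 glutamines fused to GFP under an ecdysone promoter; compounds titrated.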
KinaseGlo FLuc: Counterscreen for Luciferase (Kinase-Glo TM) Inhibition; Potency, µM (titrated, usually from 38.3 µM), for the others: top-dose activity change, negative = inhibition, actives largely listed as inhibitors; AID 1379, 2008; actives 0.28% (n = 200,000); Luciferin 4-monooxygenase (Photuris pensylvanica), Q27757; Kinase-Glo luciferase, ATP luminescence, 8 min; also: potency is read from the fitted curve at half-maximal effect; % is scaled to controls: 0 for no effect and ±100 for the full control effect; nearly all actives have a fitted effect of over 60% in size
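Compounds were added to a substrate mix at pH 7.2 (50 mM imidazole, 10 uM ATP, within the enzyme's linear range), followed by Kinase-Glo detection reagent; luminescence was measured after 8 minutes at ambient temperature.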
Lamin A splicing: qHTS Assay for Modulators of Lamin A Splicing; HeLa LMNA splicing GFP/RFP minigene ratio, 48 h; Potency, µM (series often up to 46.1 µM), inactives show at the top dose ratio change, negative = inhibition, actives largely listed as inhibitors; actives 0.01% (n = 200,000); active = well fitted inhibition curve with a large enough effect in the signal ratio, with a control signal flat, not every such curve was filed as active; inconclusive = small, poorly fitted or top-dose-only effect, or effect the other way, or a change in a side signal; the % refers to the signal ratio; also: potency is read from the fitted curve at half-maximal effect; % is scaled to controls: 0 for no effect and ±100 for the full control effect
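Read-out is the ratio of GFP to DsRed2 object intensity, acquired by 488 nm laser-scanning cytometry on HeLa lamin A-EGFP minigene reporter cells. Compound incubation 48 hrs at 37 °C in Opti-MEM with 2% FBS; DMSO 0.5% final.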
SMN2 splice enh: qHTS Assay for Enhancers of SMN2 Splice Variant Expression. HEK293 SMN2-luciferase splicing reporter, luminescence, 30-36 h. Potency, µM (doses to about 46.1 µM), inactives show top-dose activity change, positive = activation, most hits filed as activators. actives 2.8% (n = 210,000); also: potency is read from the fitted curve at half-maximal effect; % of control where 0% means no effect; nearly all actives have a fitted effect of over 55% in size
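HEK293 cells carry an SMN2 minigene-luciferase reporter in which exon 7 inclusion puts luciferase in frame. Cells were seeded at 2000 cells/well, attached for 10-12 hours, then exposed to compounds for 30-36 hours at 37C before ONE-Glo luminescence.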
HTT cytoprotect: qHTS Multiplex Assay to Identify Dual Action Probes in a Cell Model of Huntington: Cytoprotection (ATP); PC12 HTT-Q103 induced, cytoprotection, ATP luminescence, 40 h; Potency, µM (doses to about 56.4 µM), for inactives: cytoprotection (ATP increase), hits mostly activators; actives 0.14% (n = 230,000);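 also: potency is read from the fitted curve at half-maximal effect; % of control where 0% means no effect; nearly all actives have a fitted effect of over 45% in size; toxic huntingtin expression switched on by the ecdysone agonist tebufenozide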
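PC12 cells with ecdysone-inducible HTT exon 1 Q103-GFP, induced with 100 nM tebufenozide and co-treated with library compounds in a dose series (1536-well, 1500 cells/well). Cytoprotection read as ATP content by ATPlite luminescence.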
CBFb-RUNX1 inh: qHTS Assay for Compounds Blocking the Interaction Between CBF-beta and RUNX1 for the Treatment of Acute Myeloid Leukemia. AID 1477, 2009. Potency, µM (titrated, usually from 59.8 µM), for the others: top-dose activity, negative = inhibition, usual class: inhibitors. 230,000 tested, under 10 active. Runt-related transcription factor 1 (Homo sapiens) + Core-binding factor subunit beta …. AlphaScreen CBFb-His/RUNX1-biotin binding, biochemical; also: % of control where 0% means no effect
Target sequence (Q01196 whole entry, looked up): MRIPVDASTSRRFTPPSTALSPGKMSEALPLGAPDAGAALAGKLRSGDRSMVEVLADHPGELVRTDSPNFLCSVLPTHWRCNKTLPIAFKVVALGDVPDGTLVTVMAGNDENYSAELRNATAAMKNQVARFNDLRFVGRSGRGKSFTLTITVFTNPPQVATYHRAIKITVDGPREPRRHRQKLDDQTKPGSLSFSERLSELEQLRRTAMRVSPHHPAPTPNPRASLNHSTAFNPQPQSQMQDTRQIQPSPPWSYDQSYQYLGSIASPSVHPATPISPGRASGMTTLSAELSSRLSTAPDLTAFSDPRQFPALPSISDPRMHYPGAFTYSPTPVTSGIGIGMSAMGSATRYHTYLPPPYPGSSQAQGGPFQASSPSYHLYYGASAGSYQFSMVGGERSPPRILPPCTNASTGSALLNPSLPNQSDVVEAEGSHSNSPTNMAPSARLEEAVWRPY
Target sequence (Q13951 whole entry, looked up): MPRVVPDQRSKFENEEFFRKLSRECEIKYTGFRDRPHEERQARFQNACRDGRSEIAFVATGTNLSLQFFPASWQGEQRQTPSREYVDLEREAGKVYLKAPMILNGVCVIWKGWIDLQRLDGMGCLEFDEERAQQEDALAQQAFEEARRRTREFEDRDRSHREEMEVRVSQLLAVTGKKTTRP
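Bead-based AlphaScreen assay; binding partners His-tagged CBF-beta and biotinylated RUNX1 at 30 nM each. Compound exposure 15 min after a 20-min protein preincubation; bead step 90 min; all steps at room temperature.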
The depositor's hits bear a star; ? = inconclusive; . = no result given; [ ] = another dose, or the depositor's remark. Unless noted, calls follow the shape of the dose curve; as a rule, active = well fitted curve in the direction sought with a large enough effect; inconclusive = small, poorly fitted or top-dose-only effect, or another doubt; inactive = no such curve, though single readings can be large; an effect the other way counts as inactive or inconclusive.

smiles	SMN2 splice enh	HTT aggregate	CBFb-RUNX1 inh	KinaseGlo FLuc	Lamin A splicing	IMPase Li cell	HTT cytoprotect
CC1CCC(NC(=O)C2CCN(c3cnccn3)CC2)CC1 (centres undefined)	0%	8%	2%	1%	10%	24%[38.3 µM]	26%[1.9 µM]
COCCNc1nc2nonc2nc1N(C)Cc1cccc2cnccc12	.	-25%[9.22 µM]	6%	-4%	13%[46 µM]	1%	-33%[10 µM]
O=C(CSc1nnc(-c2ccccc2)c(-c2ccccc2)n1)N1CCc2ccccc21	-35%[inhibitor]	-23%	17%	3%	-10%	23%[38.3 µM]	11%[10 µM]
O=C(NCCC1=CCCCC1)C1CCN(C(=O)c2ccc(Br)cc2)CC1	.	-6%	3%	.	-15%	.	-5%[10 µM]
Cc1cc(C)nc(SCc2nc3nc(C)cc(C)n3c2Br)n1	-9%	8%	0%	-5%	3%	2%[38.3 µM]	-16%
Nc1cc(N)nc(SCC(=O)NCc2ccco2)n1	20%	14%	9%	1%	.	-8%	27%
CNC(=S)N(Cc1cc2ccc(OC)cc2[nH]c1=O)CC1CCCO1 (centres undefined)	6%	.	5%	-2%	.	12%	.
Cc1c(C#N)c(O)n(CCO)c(=O)c1N=Nc1ccccc1	.	22%[9.22 µM]	3%	.	.	.	20%[10 µM]
COc1cc(CNCCNC(=O)c2cccs2)cc(OC)c1OC	.	19%[9.22 µM]	-8%	0%	.	-12%	8%[10 µM]
O=C(O)c1n[nH]c2c1CCCCC2	5%	-6%	5%	-4%	2%	8%[38.3 µM]	5%[10 µM]
Cc1cccc(CSc2nc3ccncc3n2CC(=O)Nc2cc(C)cc(C)c2)c1	-6%	-25%	-4%[2.36 µM]	0%	-4%	9%	.
Cc1nc2n(COCCO)cnn2c(=O)c1Br	8%	-13%	-5%	0%	-2%[46 µM]	1%	-22%
OCCC1CN(Cc2ccc(Oc3ncccn3)cc2)CCN1C1CCCCC1 (centres undefined)	.	-32%[9.22 µM]	5%	.	.	.	-1%[10 µM]
COc1ccc2cc(C(=O)C3CCCN(C(=O)CCc4ccccn4)C3)ccc2c1 (centres undefined)	-19%	-3%[9.22 µM]	-3%	-1%	10%[46 µM]	14%	-12%[10 µM]
COc1ccc2occ(C(=O)c3ccccc3)c2c1	?	-11%	?	-5%	.	10%	.
O=C(CSc1cccc[n+]1[O-])NC1CCCCCCC1	0%	13%	11%	-2%	7%[9.22 µM]	0%	-29%
C[C@@H](C(=O)Nc1nc2ccc(F)cc2s1)N1C(=O)C2CC=CCC2C1=O (some centres undefined)	31%	3%	-11%	1%	.	17%	-36%[inhibitor]
Cc1nnc(SC(C)C(=O)Nc2nccs2)s1 (centres undefined)	0%	-4%	-3%	-1%	?	4%	-27%
Nn1c(SCc2ccccc2F)nnc1-c1cccnc1	.	-26%[9.22 µM]	1%	.	.	.	-19%[10 µM]
COc1ccc(C(=O)/C=C/c2ccc(OC)c(COc3ccc(F)cc3)c2)cc1	.	6%	-5%	.	?	.	-14%
O=S(=O)(O)c1nc2ccccc2n1CCOc1ccccc1	14%	5%	0%	2%	-1%	-36%[38.3 µM]	-5%
Cc1noc(C)c1COC(=O)/C=C/c1ccccc1Cl	-6%	3%	7%	2%	16%[46 µM]	20%	-35%
CCOC(=O)N1CCN(S(=O)(=O)Cc2ccccc2)CC1	-14%	-7%	5%	-3%	13%	-5%[38.3 µM]	18%
CC(C)Cn1c(-c2csc3c2CCCC3)n[nH]c1=S	-23%	-21%	-10%	-4%	7%	29%[38.3 µM]	-8%
CCCC12C(=O)C(C)(C(c3ccccc3)=C1c1ccccc1)C1C(=O)N(c3ccc(C)cc3)C(=O)C12 (centres undefined)	.	3%	-7%	4%	?	-2%	.
COC(=O)C1=C(C)Nc2ncnn2C1c1ccco1 (centres undefined)	-4%	-10%	7%	-1%	-15%	40%[38.3 µM]	-15%
CSCCC1NC2(C(=O)Nc3c(C)cc(Cl)cc32)[C@@H]2C(=O)N(C3CCCC3)C(=O)[C@H]12 (some centres undefined)	2%	9%	0%	-1%	-7%	3%[38.3 µM]	-3%[0.074 µM]
Clc1ccc(-c2cn3nc4c(nc3n2)CCCC4)cc1	1.8µM*	-7%	5%	?	-3%	-2%[38.3 µM]	-62%[inhibitor]
CN(Cc1ccccc1)c1nc2c(c(=O)[nH]c(=O)n2C)n1CCOc1ccccc1	.	26%	3%	.	-1%	.	-17%[0.074 µM]
O=C(N/N=C/c1ccc(-c2ccccc2[N+](=O)[O-])o1)c1cccnc1	6%	-6%	-1%	1%	3%	-6%	10%[10 µM]
CC(c1ccccc1)n1c(-c2ccncc2)n[nH]c1=S (centres undefined)	10%	-5%	2%	0%	2%	6%[38.3 µM]	-14%
Cc1ccccc1NC(=O)/C(=C/c1ccco1)c1ccccc1	-17%	1%	-2%	-2%	-4%	4%[38.3 µM]	-4%
O=C(NCCCCCCNC(=O)c1cccs1)c1cccs1	.	-10%[9.22 µM]	3%	-1%	12%[46 µM]	2%	12%[10 µM]
CC(C)(C)OC(=O)N1CC2Cc3[nH]c(=O)ccc3C(C2)C1 (centres undefined)	7%	19%	10%	3%	10%	27%[38.3 µM]	11%
Cc1nc2cnc(Nc3ccccc3)nc2n(CCc2ccccc2)c1=O	.	.	.	.	22%	11%	-36%[inhibitor]
NCCSc1c(-c2ccccc2)[nH]c2ccccc12	.	2%[9.22 µM]	-1%	.	.	3%	-7%[10 µM]
CN1CCN(CC(=O)N2N=C(c3cccs3)CC2c2ccco2)CC1 (centres undefined)	?	-15%	4%	-2%	15%	6%	.
O=C(CN1C(=O)c2ccccc2C1=O)Nc1cccc2cccnc12	0%	16%	-2%	1%	3%	-2%[38.3 µM]	-7%
COc1cccc(C(=O)Oc2c(CN3CCOCC3)cc(Cl)c3cccnc23)c1	-25%	11µM*	?	-2%	?	39%[activator][38.3 µM]	-93%[inhibitor][10 µM]
CN(C)CCNC(=S)Nc1ccc(Br)cc1	7%	-2%	2%	0%	5%	7%	5%[0.074 µM]
Fc1ccccc1-n1[nH]nnc1=S	-4%	-4%	2%	2%	6%	-3%[38.3 µM]	5%
O=C(/C=C/c1ccc(OCCCF)cc1)NCc1ccc(Cl)cc1	-17%	24%	5%	0%	2%	1%[38.3 µM]	-6%
Cc1ccc(C(=O)Nc2ccc(C(=O)N/N=C/c3ccncc3)cc2)cc1	3%	10%	18%	0%	?	-11%	-47%[inhibitor]
Cc1cccc(S(=O)(=O)CC(=O)Nc2nc(-c3ccccc3)cs2)c1	-1%	-19%	-12%	0%	-9%	-22%[38.3 µM]	-42%[inhibitor]
Cc1nn(C)c(-c2n[nH]c(=S)n2-c2ccccc2)c1Cl	5%	-8%	4%	-3%	?	-23%	.
CCCCNC(C(=O)Nc1cccc(S(=O)(=O)N2CCOCC2)c1)c1ccccc1 (centres undefined)	3%	-10%	1%	4%	-19%[46 µM]	9%	-11%
CCOC(=O)NC(=O)COC(=O)c1ccc(Sc2ncn[nH]2)c([N+](=O)[O-])c1	-5%	21%	5%	2%	?	-5%	42%[10 µM]
CCOc1ccc(S(=O)(=O)N2CCN(c3ccc(C)cc3C)CC2)cc1	-27%	-26%	14%	1%	?	14%[38.3 µM]	9%
COc1ccc(CCNC(=O)COC(=O)Cc2cc(OC)c(OC)c(OC)c2)cc1	15%	1%	6%	-1%	.	-1%	-16%
Cn1c(CNC2CCCCC2)nc2ccccc21	0%	.	4%	-3%	?	2%	.

(continued)
smiles	SMN2 splice enh	HTT aggregate	CBFb-RUNX1 inh	KinaseGlo FLuc	Lamin A splicing	IMPase Li cell	HTT cytoprotect
CN(C)c1ccc(C(c2nnnn2CCOC(=O)Nc2ccc(Cl)cc2)N2CCOCC2)cc1 (centres undefined)	?	4%	-7%	3%	11%	44%[activator][38.3 µM]	-14%
NC(=O)Nc1ccccc1C(=O)NCCc1ccccc1	.	-15%	3%	-7%	-9%	-7%	.
C=CCn1c(SCC(=O)NCCCC(=O)OCC)nc2scc(-c3ccco3)c2c1=O	25%	26%	-1%	5%	8%[46 µM]	12%	24%[10 µM]
Oc1ccc(-c2n[nH]c(=S)n2-c2ccc3c(c2)OCCO3)c(O)c1	-84%[inhibitor]	4%	?	2%	?	-7%	.
N#Cc1nc(-c2ccc(OCc3ccccc3)cc2)oc1NCc1cccnc1	-27%	13µM*	-21%	4%	?	16%[38.3 µM]	-68%[inhibitor][0.074 µM]
CC(C)C(=O)NC(=O)[C@@H]1CCCN1C(=O)/C=C/c1ccccc1	6%	5%	-2%[2.36 µM]	1%	0%	-3%	.
Cc1cc2cc(CCNC(=O)CC(C)C)c(=O)[nH]c2cc1C	16%	7%	4%	0%	-8%	23%[38.3 µM]	-18%
C=CCNC(=O)C1CCN(c2cc(C)nc(-c3ccccc3)n2)CC1	21%	11%[9.22 µM]	2%	2%	?	1%	2%[10 µM]
